Screening results: PubChem BioAssay, several laboratories
PostGolgi yeast – phenotypic screen on post-Golgi transport, primary screen; 0.9% of 98,000 active; inhibition, % at 10 µM; post-Golgi transport phenotypic cell assay;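 note: yeast cells grown in 1536-well plates; yeast grown about 18 h at 30C before absorbance read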
E coli WT exp – growth inhibitors of wild-type E. coli, primary screen, strain BW25113, expanded library, OD600; OD600 absorbance; growth inhibition, % at 100 µM; 0.15% of 98,000 active;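 active = growth inhibition above about 50% at one test dose, limit read from the data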;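 note: growth measured after 20 h incubation at 37 °C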
S1P2 antag – human S1P2 receptor antagonists, primary screen, cell-based. Sphingosine 1-phosphate receptor 2 (Homo sapiens), O95136. cell-based S1P2 antagonist assay, inhibition at 5 uM. inhibition, % at 5 µM. 0.21% of 97,000 active. AID 736, 2007; in the data active = inhibition above about 45%;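 note: CRE beta-lactamase reporter cells expressing human S1P2 stimulated with S1P; 0% = agonist at EC80 alone and 100% = agonist plus reference antagonist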
Target sequence (O95136 whole entry, looked up): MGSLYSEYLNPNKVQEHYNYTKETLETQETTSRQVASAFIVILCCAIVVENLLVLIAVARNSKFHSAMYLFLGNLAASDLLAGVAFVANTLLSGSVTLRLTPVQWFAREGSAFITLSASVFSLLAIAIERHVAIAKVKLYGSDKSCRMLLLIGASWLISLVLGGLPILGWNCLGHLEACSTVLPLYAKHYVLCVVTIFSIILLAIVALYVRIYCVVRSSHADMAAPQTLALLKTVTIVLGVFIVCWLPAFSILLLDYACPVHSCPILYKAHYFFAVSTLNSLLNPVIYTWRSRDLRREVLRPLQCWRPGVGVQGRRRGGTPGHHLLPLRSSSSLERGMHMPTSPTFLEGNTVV
H69AR inhibit – proliferation blockers of H69AR lung cancer cells, primary screen, cell-based, human, 86K library. H69AR lung tumor viability, ATP luminescence, 72 h; hits give low values. viability, % at 10 µM. 6% of 85,000 active. AID 598, 2007;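 active = viability at or below 40%; inactive = viability above 40%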;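 note: multidrug resistant small cell line overexpressing MRP-1 efflux transporter; 100% = mean luminescence of untreated control wells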
DAT uptake mod – changed hDAT dopamine uptake under cocaine IC80, either direction, primary screen, cocaine antagonist project, cell-based, LLC-PK1 hDAT, [14C]-dopamine uptake, MLSMR; Sodium-dependent dopamine transporter (Homo sapiens), Q01959; LLC-PK1 hDAT cells, [14C]-dopamine uptake with cocaine IC80; actives deviate in either direction; B-score at 10 µM; 1.3% of 110,000 active; AID 449768, 2010;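 active = Z score or B-score, a plate-position-corrected score, falls beyond the plate's 99.7% confidence bounds, in either direction; inactive = both scores lie inside the 99.7% bounds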;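 note: scored against the spread of the other compound wells on the same plate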
Target sequence (Q01959 whole entry, looked up): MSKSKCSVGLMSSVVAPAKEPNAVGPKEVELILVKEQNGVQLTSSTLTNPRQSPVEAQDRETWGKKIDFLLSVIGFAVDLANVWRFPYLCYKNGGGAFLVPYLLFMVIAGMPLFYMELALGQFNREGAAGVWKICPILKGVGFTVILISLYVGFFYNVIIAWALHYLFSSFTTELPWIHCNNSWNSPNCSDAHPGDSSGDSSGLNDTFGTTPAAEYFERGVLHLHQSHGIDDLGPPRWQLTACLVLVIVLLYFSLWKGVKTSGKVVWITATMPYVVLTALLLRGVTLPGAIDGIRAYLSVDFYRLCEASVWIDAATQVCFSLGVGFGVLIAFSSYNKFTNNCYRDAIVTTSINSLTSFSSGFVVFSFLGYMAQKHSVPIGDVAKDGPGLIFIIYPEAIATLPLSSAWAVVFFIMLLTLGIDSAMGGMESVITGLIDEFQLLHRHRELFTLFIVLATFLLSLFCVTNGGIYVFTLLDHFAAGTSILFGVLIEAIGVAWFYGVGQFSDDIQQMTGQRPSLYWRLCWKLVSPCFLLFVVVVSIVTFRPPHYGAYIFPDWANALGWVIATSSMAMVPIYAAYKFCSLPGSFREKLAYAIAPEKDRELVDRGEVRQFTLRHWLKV
PostGolgi ctrl – growth inhibition of yeast control strain, primary screen, counter-screen for post-Golgi transport modulator project; efflux-deficient yeast background strain, growth absorbance A615, 16 h; inhibition, % at 10 µM; 5% of 98,000 active
Fibroblast inh – antiproliferative effect on LL 47 fibroblasts – human, LL 47 cells, CellTiter-Glo luminescence, primary screen; viability, % at 10 µM; 1.1% of 85,000 active; LL 47 human lung fibroblast viability, ATP luminescence; hits give low values;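 active = viability at or below 50% in the single dose screen; inactive = viability above 50%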;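 note: compound exposure lasted 72 h before the ATP readout; 100% = median luminescence of untreated cell-only wells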
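Assay system: human lung fibroblast line LL 47, low passage. Input: 1,150 fibroblasts seeded per well. Times: overnight cell rest, 72 h compound treatment at 37 °C. Evaluation: % viability of median cell-only signal. Technique: luminescent ATP detection, CellTiter-Glo. Control set: cell-only wells, no compound.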
HUVEC prolif 384 – inhibitors of HUVEC proliferation, primary screen, cell-based, 384-well. CellTiter-Glo luminescence, 72 h; hits give low values. viability, % at 10 µM (by protocol). 1.1% of 86,000 active;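 active = viability at or below 30%; inactive = viability above 30%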;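 note: 100% = median luminescence of DMSO-only cell control wells on each plate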
S1P2 agonist – S1P2 receptor agonists, primary screen, cell-based; S1P2-expressing cell line, agonist reporter read-out; activation, % at 4.5 µM; 0.46% of 97,000 active; AID 729, 2007; in the data active = activation above about 16%;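 note: 0% = vehicle low control and 100% = maximal reference agonist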
* hit, by the source's call; x = no result given. Cut-off read from the data, not from the text of the source, unless noted: active = inhibition above about 30%; inactive = the rest.

mol	PostGolgi yeast	E coli WT exp	S1P2 antag	H69AR inhibit	DAT uptake mod	PostGolgi ctrl	Fibroblast inh	HUVEC prolif 384	S1P2 agonist
O=C(NC1CC1)C1=COCCO1	6	3	-14	x	0.53	7	x	x	-4
c1ccc(CNC2=NCCCC2)cc1	5	-1	9	101	-0.58	9	89	101	-4
C=CCc1cccc2cc(C(=O)N3CCN(C(=O)OCC)CC3)c(=O)oc12	-2	3	11	x	0.2	-3	x	x	-2
O=c1ccc2c(o1)/C(=C/C=C(Cl)Cl)CCC2	-2	-7	x	83	-1.9	13	89	89	x
Cc1nc(SCC(=O)c2ccc(F)cc2)c([N+](=O)[O-])[nH]1	-7	-4	-20	x	0.45	3	x	x	-6
O=C(CCC(=O)OCc1ccc(Cl)cc1)Nc1cccc([N+](=O)[O-])c1	21	2	4	x	0.56	11	x	x	-2
CC1=C(C(=O)NCc2ccc3c(c2)OCO3)C2(CCC(C)CC2)OC1=O (configuration not stated)	-9	-9	x	98	-0.52	11	86	90	x
CCCCC1CC(C)(C(=O)CSc2nc3ccccc3s2)OC1=O (configuration not stated)	-3	-11	-14	82	-0.46	16	101	107	-1
COc1ccc(C(=O)N2CCCC(c3nc(-c4cccs4)no3)C2)cc1 (configuration not stated)	-3	-3	2	x	0.34	13	94	106	-5
C/C(=N\NC(=O)c1cccc(C)c1)c1ccc(N2CCOCC2)cc1	16	0	-17	x	0.64	12	x	x	0
COc1ccccc1NC=C1C(=O)OC(C)(C)OC1=O	-5	1	-9	95	-0.17	8	89	84	-5
CCOC(=O)C(C)Sc1ncc(OC)c(Sc2ccc(Cl)cc2)n1 (configuration not stated)	12	0	3	x	0.3	14	x	x	1
O=C(C1CCN(S(=O)(=O)c2cccs2)CC1)N1CCN(c2ccccc2)CC1	-12	1	2	88	0.7	1	93	88	-3
COC(=O)c1c(NC(=O)c2cccs2)sc2c1CCCC2	3	-3	13	76	0.065	11	83	82	-5
O=C(Nc1nncs1)c1c(F)c(F)c(F)c(F)c1F	-11	-7	4	89	-1.2	-7	97	89	-1
O=C(C1=C(O)C(=O)N(CCN2CCOCC2)C1c1ccccn1)c1cccs1 (configuration not stated)	-5	1	-10	100	-0.14	2	97	95	2
CC(C)(C)c1nc(NCC2CCCO2)c2nnn(Cc3ccccc3)c2n1 (configuration not stated)	-3	-9	-15	99	1.2	13	77	96	-9
CCCN(CCC)S(=O)(=O)c1ccc(NS(=O)(=O)c2ccc(F)cc2)cc1	1	23	7	84	-0.87	0	92	85	-9
CC(=O)c1cccc(Nc2nc(-c3cccc([N+](=O)[O-])c3)cs2)c1	2	-7	-45	x	-0.0059	26	x	x	0
Cc1ccc(/C=C2/SC(=S)N(CCC(=O)N3CCN(c4ccccc4)CC3)C2=O)cc1	-4	8	3	x	x	1	x	x	-1
O=C(NCCCO)c1ccc2[nH]c3c(c2c1)CCCC3	-4	6	-8	53	1.1	11	109	102	-3
Cc1nc2ccc(S(=O)(=O)NC(C(=O)NC3CCCC3)C(C)C)cc2s1 (configuration not stated)	-6	-3	14	97	0.072	13	100	97	-1
CC(C)c1cc(NC(=O)CSc2nnc(-c3ccccc3F)n2C)on1	12	9	x	94	1.1	-5	100	103	x
CC(C)Oc1ccc(C(=O)CCN2CCCCC2)cc1	-2	-7	-6	95	0.0079	13	97	93	0
Cc1ccccc1P(=O)(CO)c1ccccc1C	-2	11	6	105	-0.65	25	100	98	-7
Cc1ccc(-c2nn(C)c(=O)c3ccccc23)cc1CNS(C)(=O)=O	22	4	-22	97	0.021	9	92	89	-10
CCN(CC)S(=O)(=O)c1cccc(-c2nnc(SCC(=O)c3cc(C)n(C4CC4)c3C)o2)c1	x	x	x	67	-5.8e-05	x	88	97	x
Cc1ccc(N2CC(C(=O)Nc3ccncc3)CC2=O)cc1 (configuration not stated)	-1	2	9	103	0.12	4	102	95	-5
COCCn1nnnc1C(CC(C)C)N1CCN(C(=O)c2ccco2)CC1 (configuration not stated)	-2	8	x	100	-0.056	-5	101	95	x
O=C(CCn1c(=O)sc2ccccc21)Nc1nccs1	1	5	-11	80	0.016	2	105	94	1
Cc1ccccc1C(=O)N1CCN(c2ncnc3c2cnn3-c2ccccc2)CC1	5	4	8	42	-5.3*	-2	97	97	-9
O=c1[nH][nH]c(C(F)(F)F)c1C=NCc1cccc(Cl)c1	-2	6	5	100	1.9	7	99	92	-2
FC(F)(F)c1cc(-c2ccccc2)nc(N2CCCCCC2)n1	5	-4	6	97	-0.43	2	95	102	-5
CCOC(=O)c1cc(OC(=O)c2ccccc2)n(-c2ccccc2)n1	-12	-7	3	92	-0.66	27	105	102	-1
O=C(Nc1ccc(N2CCN(C(=O)c3ccco3)CC2)cc1)c1ccc(F)cc1	15	-9	x	43	2.2	3	95	101	x
O=C(CSc1nc(-c2ccccc2)c(-c2ccccc2)o1)Nc1nnc(-c2ccccc2)s1	-1	-6	-19	x	x	4	x	x	0
Cn1nc(C(F)(F)F)c(/C=N/OC(=O)c2ccccc2)c1SCc1ccc(Cl)cc1	-7	-12	5	x	-0.56	5	x	x	1
C(=N/n1c2ccccc2c2ccccc21)/c1ccco1	-6	-1	-4	x	0.056	6	x	x	-2
O=C1CCCc2nc(N3CCN(Cc4ccccc4)CC3)ncc21	1	4	30	x	0.51	25	95	107	-5
Cc1csc(NC(=O)CSc2nnc(-c3ccncc3)o2)n1	-2	2	1	85	-0.31	2	89	90	-1
O=C(O)c1cccc(N2C(=O)C3CC=C(Cl)CC3C2=O)c1 (configuration not stated)	6	0	-7	106	-0.12	5	95	101	-3
Cc1ccccc1C(=O)O/N=C/c1c(N2CCOCC2)n(C)c2ccccc12	54*	15	13	x	0.091	40*	x	x	-4
CC(C)(C)c1cnnn1-c1ccc(C=O)cc1	x	x	7	98	-2.7*	x	100	96	-9
Cc1csc(SCC(=O)Nc2ccccn2)n1	4	8	9	92	0.25	6	105	91	-3
COc1ccc(-n2nnc3c(=O)n(CC(=O)N4CCC(C)CC4)cnc32)cc1	-2	-1	-3	x	0.19	18	x	x	-1
CCOC(=O)N1CCC(NC(=O)C2CCC(Cn3c(=O)[nH]c4ccccc4c3=O)CC2)CC1 (configuration not stated)	x	x	15	65	x	x	97	91	-2
c1ccc(N2CCN(c3nnnn3-c3ccccc3)CC2)cc1	-10	-3	x	84	0.022	0	90	103	x
Cc1ccc(CCNC(=O)C2CCCN(S(=O)(=O)c3cnc[nH]3)C2)cc1 (configuration not stated)	-4	7	21	95	0.49	28	103	102	-5
O=C1c2ccccc2C(=O)N1c1n[nH]c(CCc2ccccc2)n1	8	-5	-11	96	-0.93	3	104	100	-1
Cc1cccc2c1CC(C)(C)N=C2C1=C(O)CC(C)(C)CC1=O	5	8	27	55	0.026	7	96	92	-8

The listing continues.
mol	PostGolgi yeast	E coli WT exp	S1P2 antag	H69AR inhibit	DAT uptake mod	PostGolgi ctrl	Fibroblast inh	HUVEC prolif 384	S1P2 agonist
COc1ccc2c3c(c(=O)oc2c1OCC(=O)C(C)(C)C)CCCC3	12	6	-13	104	0.7	7	104	94	-2
Cn1c(SCc2ccccc2Cl)nc(C(F)(F)F)cc1=O	-8	-8	16	x	0.3	12	x	x	-7
CCCc1[nH]c(=O)c(C#N)c2c1CCCC2	4	3	-2	86	0.8	0	96	100	-14
CN1CCN(C(=O)C2CCN(S(=O)(=O)c3cnc[nH]3)CC2)CC1	1	-3	x	95	0.24	-5	111	94	x
CC1(C)C=C(c2ccc(O)cc2)CC(C)(C)N1	-4	-2	16	100	-0.34	-1	x	82	-12
Cn1c(Cn2nnc(-c3ccccc3)n2)nnc1SCc1ccccc1Cl	0	1	3	95	0.85	16	99	108	-3
Cn1c(SCc2ccc3c(c2)OCO3)nnc1-c1ccccc1	-2	7	3	89	-0.38	11	107	97	-6
CN(c1ccc(C(=O)Nc2ccccc2Sc2ccccc2)cc1)S(C)(=O)=O	3	-14	-12	x	-0.13	4	x	x	-5
C=C(C)COc1ccc(-c2nc(N)ncc2-c2ccc(OC)cc2)c(O)c1	5	-29	-27	10*	0.63	72*	93	99	-1
O=C(Nc1ccccc1)N1CCN(c2ccccn2)CC1	2	6	12	89	0.44	7	113	101	-2
CCC(Sc1nc(-c2ccccc2)cc(=O)[nH]1)C(=O)O (configuration not stated)	12	-8	9	97	-1.1	-3	100	105	-4
COc1ccc(C(=O)/C=C(\C)Nc2ccc(NC(C)=O)cc2)cc1	-2	5	-14	x	-0.31	-3	x	x	-5
CC1(C)CC(=O)C(C=N)=C(O)C1	4	-17	x	107	-0.93	9	101	101	x
CCOc1ncccc1C(=O)OCC(=O)N1CC(=O)Nc2ccccc21	-2	-8	-15	97	0.93	4	107	102	-9
N#C/C(C(=O)c1ccccc1)=C1/SC=C(N)N1c1ccccc1	-5	-16	2	85	-0.042	9	93	90	-2
CCc1cc2c(N3CCN(c4nnc(CC)s4)CC3)ncnc2s1	-1	5	-40	69	1.3	16	99	79	-4
CC1(C)CC2CC(C)(CN2CC(=O)C(C#N)c2ccccc2)C1 (configuration not stated)	-3	2	14	99	-0.94	5	91	97	-6
Nc1nnc(CC2=CCCCC2)s1	-5	16	4	98	0.029	-3	99	99	-8
O=C1N[C@@H](Cc2ccccc2)C(=O)N1CCN1CCOCC1	2	-7	-4	88	0.13	2	101	101	-5
CCOc1ccc(-n2cc(C(=O)N3CCC(C)CC3)c3cc(OC)c(OC)cc3c2=O)cc1	-1	7	19	62	0.88	7	96	99	-7
CCCCn1c2nc3ccccc3nc2c2c(=O)n(CCC(C)C)cnc21	-2	-16	22	75	1	7	110	95	-1
CCN(CC)CCCNC(=O)c1ccc(Cl)c(S(=O)(=O)Nc2ccccc2OC)c1	-2	2	-18	x	-0.39	1	x	x	-3
COc1ccc(NC(=O)NC(C)(C(F)(F)F)C(F)(F)F)cc1	3	13	-13	94	-0.5	15	99	99	-2
c1ccc(CN2CCN(C3=Nc4cccc5cccc3c45)CC2)cc1	3	22	4	35*	-0.1	16	89	37	-1
O=C(NCc1ccccc1)c1ccc2c(c1)C(=O)N(CC1CCCO1)C2=O (configuration not stated)	5	3	19	81	0.021	9	107	117	-4
O=C(NCc1cccs1)c1ccccc1	-5	13	-11	x	-0.51	9	x	x	-4
COc1ccc(S(=O)(=O)Cc2ccc(C(=O)N3CCN(c4cc(Cl)ccc4C)CC3)o2)cc1	-8	-18	-20	59	0.61	32*	93	56	-3
